S100A4 MyoIIA: inhibitors of human S100A4 binding to myosin IIA peptide. P26447. S100A4/TAMRA-MyoIIA peptide fluorescence polarization. inhibition, % at 10.7 µM. 360,000 compounds, 0.14% hits;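 active means mean inhibition of at least 70% across replicates, with every replicate also reaching that level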
Target sequence (P26447 whole entry, looked up): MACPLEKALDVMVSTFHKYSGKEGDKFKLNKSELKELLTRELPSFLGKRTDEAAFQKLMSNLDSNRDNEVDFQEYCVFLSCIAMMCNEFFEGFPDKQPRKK
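assay system = human S100A4 monomer with TAMRA-labelled myosin IIA peptide | also added = labelled myosin peptide probe, 5 nM | incubation = 5 min between mix addition and reading | control set = DMSO and TFP controls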
LGR2 inh: inhibitors of bursicon-induced Drosophila LGR2 receptor cAMP signaling | HEK293 LGR2, CRE-luciferase, bursicon-stimulated, 4 h | inhibition, % at 9.99 µM | 380,000 compounds, 0.35% hits | AID 720647;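 active means drop in luminescence signal, shown as inhibition above about 50% in the replicate tests, limit read from the data, passing the limit was not always enough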;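 further: agonist challenge used bursicon conditioned medium at about half maximal strength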
ERAP1 HTS inh: ERAP1 (human) enzyme inhibition | recombinant ERAP1, Leu-AMC fluorescence, 60 min | inhibition, % at 10.7 µM | 340,000 compounds, 0.15% hits | AID 652197;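 active means mean replicate inhibition of at least 30%, or all replicates individually reaching that 30% level; inactive means mean below 30% and not every replicate reaching it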;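 further: 0% = neutral control wells and 100% = L-leucinethiol positive control wells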
Target sequence (Q9NZ08 whole entry, looked up): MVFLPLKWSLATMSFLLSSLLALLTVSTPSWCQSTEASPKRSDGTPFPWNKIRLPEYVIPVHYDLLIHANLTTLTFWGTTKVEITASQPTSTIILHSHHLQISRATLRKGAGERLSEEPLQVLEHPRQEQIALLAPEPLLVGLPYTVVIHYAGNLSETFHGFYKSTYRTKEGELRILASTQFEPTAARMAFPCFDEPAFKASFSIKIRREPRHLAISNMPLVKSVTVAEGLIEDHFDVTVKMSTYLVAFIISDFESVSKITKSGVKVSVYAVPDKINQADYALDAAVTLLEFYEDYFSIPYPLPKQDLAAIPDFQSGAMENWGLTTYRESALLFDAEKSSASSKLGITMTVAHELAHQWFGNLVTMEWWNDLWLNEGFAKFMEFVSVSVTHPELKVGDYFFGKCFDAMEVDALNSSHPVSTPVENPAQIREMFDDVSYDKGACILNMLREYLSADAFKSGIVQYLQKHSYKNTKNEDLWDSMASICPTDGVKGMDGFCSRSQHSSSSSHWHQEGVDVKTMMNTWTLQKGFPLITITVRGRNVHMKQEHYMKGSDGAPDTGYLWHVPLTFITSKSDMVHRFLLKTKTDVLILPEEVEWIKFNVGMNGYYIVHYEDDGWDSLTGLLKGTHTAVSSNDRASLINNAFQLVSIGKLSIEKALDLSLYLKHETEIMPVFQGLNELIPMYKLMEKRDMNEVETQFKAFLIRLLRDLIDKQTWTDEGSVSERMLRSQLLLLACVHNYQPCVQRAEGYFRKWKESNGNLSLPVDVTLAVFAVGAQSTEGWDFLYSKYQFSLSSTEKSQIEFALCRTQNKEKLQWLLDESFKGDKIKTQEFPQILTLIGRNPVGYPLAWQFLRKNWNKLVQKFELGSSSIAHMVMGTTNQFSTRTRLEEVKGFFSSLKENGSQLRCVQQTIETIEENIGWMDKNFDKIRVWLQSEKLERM
FN deposit inh: fibronectin deposition inhibition. 350,000 compounds, 0.086% hits. AID 743247. AH1F fibroblasts, Alexa488-fibronectin deposition fluorescence, overnight. inhibition, % at 12.6 µM;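 active means mean inhibition across replicates of 30% or more, regardless of how many single replicates reach that level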;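 further: positive control wells lacked labelled fibronectin entirely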
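Assay system: AH1F fibroblasts assembling fluorescent fibronectin matrix; Amount: 10000 AH1F cells per well; Buffer or medium: DMEM, 2% serum; Probe or stimulus: Alexa488-fibronectin, 24 nM final in well; Doses: single compound dose, delivered by pin transfer; Incubation: 1 h adhesion, overnight exposure; Measured by: fluorescence 485/525 nm; Read-out: fibronectin deposition inhibition.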
PglD DTNB: PglD (C. jejuni) enzyme inhibition. purified PglD enzyme, DTNB colorimetric CoA detection. inhibition, % at 12.5 µM. 360,000 compounds, 0.098% hits. AID 602405; in the data active means inhibition above about 16%, passing the limit was not always enough; further: strong numbers were not always called active
PGC1a acetyl inh: PGC1a acetylation modulation, inhibitor mode | inhibition, % at 15.6 µM | AID 651687 | 350,000 compounds, 0.17% hits | U2OS PGC1a acetylation, AlphaScreen anti-acetyl-lysine; with virally co-expressed GCN5 acetyltransferase;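 active means every replicate shows inhibition of at least 40%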;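 further: 0% = neutral control wells and 100% = positive control wells; some results beyond the cut were filed as inactive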
EWS-Fli block: inhibitors of EWS/Fli oncoprotein transcriptional activity | A673 NR0B1-luciferase reporter, viability-normalised | inhibition, % at 12.6 µM | 350,000 compounds, 0.67% hits | AID 651661;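 active means mean inhibition of at least 50% after viability correction, with every replicate also passing that limit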;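 further: firefly luciferase signal divided by Alamar Blue viability fluorescence both relative to DMSO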
PAX8 reporter: inhibitors of PAX8 transcriptional activity in RMG-I cells | RMG-I TPO-luciferase reporter, SteadyGlo, 24 h | inhibition, % at 12.6 µM | 360,000 compounds, 1.2% hits | AID 652154;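 active means mean replicate inhibition at least 60% with every replicate also reaching 60%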;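 further: luciferase light reporting Pax8 driven TPO promoter activity; plate controls were median of neutral control wells for no effect and mitoxantrone controls for full effect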
* hit, by the source's call. Hits appear at their usual frequency. About 2.1% of those tested had a hit in this group.

For CC(C)(C)S(=O)N1Cc2cc(C(=O)NCCCN3CCOCC3)nc(-c3cccc(C#CCC4CCCC4)c3)c2[C@@H]1CCO (stereo partly specified) the results were S100A4 MyoIIA -18, LGR2 inh 5, ERAP1 HTS inh -4, FN deposit inh 9, PglD DTNB -3, PGC1a acetyl inh -21, EWS-Fli block 21 and PAX8 reporter 82*.
`O=C(NN=C(Cc1ccccc1)Cc1ccccc1)c1ccncc1` gave S100A4 MyoIIA 1, ERAP1 HTS inh -4, FN deposit inh -1, EWS-Fli block 7 and PAX8 reporter -9.
`CCOc1ccc(NC(N)=O)cc1` gave S100A4 MyoIIA 1, LGR2 inh 10, ERAP1 HTS inh 0, PglD DTNB 5, PGC1a acetyl inh 2 and EWS-Fli block 2.
`CCNc1nc2c(c(=O)[nH]c(=O)n2C)n1Cc1ccc(F)cc1` gave S100A4 MyoIIA -3, LGR2 inh 4, ERAP1 HTS inh -3, FN deposit inh 3, PglD DTNB 0, PGC1a acetyl inh -5, EWS-Fli block 5 and PAX8 reporter 5.
For CN(C(=O)C(C)(C)C)[C@H]1C[C@H]2c3[nH]c4ccccc4c3CCN2C(=O)[C@H]1CO the results were S100A4 MyoIIA 1, LGR2 inh -9, ERAP1 HTS inh 0, FN deposit inh 8, PglD DTNB 12, PGC1a acetyl inh -13, EWS-Fli block -6 and PAX8 reporter -8.
Screening COC(=O)c1ccccc1Nc1ccnc(Cl)n1 returned S100A4 MyoIIA 2, LGR2 inh 4, ERAP1 HTS inh 0, FN deposit inh 4, PglD DTNB 7, PGC1a acetyl inh 0, EWS-Fli block 3 and PAX8 reporter -27.
COC(=O)c1ccc(Cn2c(C)c(C(=O)NCc3ccc(Cl)c(Cl)c3)sc2=O)o1 was read as S100A4 MyoIIA 3, LGR2 inh -14, ERAP1 HTS inh -2, FN deposit inh -8, PglD DTNB 5, EWS-Fli block 1 and PAX8 reporter 34.
For C[C@@H]1CN([C@@H](C)CO)C(=O)c2cccc(NS(=O)(=O)c3cn(C)cn3)c2O[C@@H]1CN(C)Cc1ccc2c(c1)OCO2 the results were S100A4 MyoIIA 7, LGR2 inh -8, ERAP1 HTS inh 2, FN deposit inh -21, PglD DTNB 1, PGC1a acetyl inh 4, EWS-Fli block 8 and PAX8 reporter 1.
Screening Cc1cc(C)n(CC(=O)NNC(=O)COc2ccc(Cl)cc2Cl)n1 returned S100A4 MyoIIA -13, LGR2 inh -5, ERAP1 HTS inh 1, FN deposit inh 2, PglD DTNB 1, PGC1a acetyl inh 1, EWS-Fli block 2 and PAX8 reporter -8.
`O=[N+]([O-])c1cccc(CN2CCN(Cc3ccco3)CC2)c1` gave S100A4 MyoIIA 2, LGR2 inh 1, ERAP1 HTS inh -2, FN deposit inh -8, PglD DTNB -4, PGC1a acetyl inh 11, EWS-Fli block 3 and PAX8 reporter 7.
Screening CCN(c1ccccc1)S(=O)(=O)c1c(C)noc1C returned S100A4 MyoIIA 7, LGR2 inh -5, ERAP1 HTS inh 2, FN deposit inh -5, PglD DTNB -2, PGC1a acetyl inh -4, EWS-Fli block 0 and PAX8 reporter 2.
For O=C(Nc1cccc(NC(=O)c2ccccc2Cl)c1)c1ccc([N+](=O)[O-])o1 the results were S100A4 MyoIIA 2, LGR2 inh 12, ERAP1 HTS inh -1, FN deposit inh 10, PglD DTNB 0, EWS-Fli block 38 and PAX8 reporter 98*.
`Cc1noc(C)c1S(=O)(=O)Nc1ccc2c(c1)C(=O)N([C@@H](C)CO)C[C@H](C)[C@H](CN(C)S(=O)(=O)c1cccs1)O2` gave S100A4 MyoIIA 2, LGR2 inh -4, ERAP1 HTS inh -1, PglD DTNB 3, PGC1a acetyl inh 11, EWS-Fli block -9 and PAX8 reporter 0.
Screening Cc1ccc(S(=O)(=O)N2CCC(C(=O)N3CCC[C@H]3C(=O)NCC(C)C)CC2)cc1 returned S100A4 MyoIIA 9, LGR2 inh 10, ERAP1 HTS inh -2, FN deposit inh -1, PglD DTNB -2, PGC1a acetyl inh 2, EWS-Fli block -1 and PAX8 reporter 6.
For O=C(Nc1cccc(F)c1)N[C@H]1CC[C@@H](CCn2cc(Cc3ccccc3)nn2)O[C@@H]1CO the results were S100A4 MyoIIA -5, LGR2 inh -5, ERAP1 HTS inh -2, PglD DTNB -1, PGC1a acetyl inh -11, EWS-Fli block 5 and PAX8 reporter 8.
For CO[C@@H]1CN(C)C(=O)c2ccc(NC(=O)Nc3ccc(F)cc3)cc2OC[C@H](C)NC[C@@H]1C the results were S100A4 MyoIIA 3, LGR2 inh 1, ERAP1 HTS inh -7, FN deposit inh 7, PglD DTNB 5, EWS-Fli block -3 and PAX8 reporter -8.
Screening O/N=C/c1cccnc1Sc1ccccc1 returned S100A4 MyoIIA -2, LGR2 inh -19, ERAP1 HTS inh 0, FN deposit inh -2, EWS-Fli block 2 and PAX8 reporter -30.
For Cc1ccccc1C(=O)O/N=C(\N)c1cccc([N+](=O)[O-])c1 the results were LGR2 inh -1, FN deposit inh -3, PglD DTNB 0 and PGC1a acetyl inh 3.
`Cc1csc2nc(COC(=O)c3ccc(Cl)c([N+](=O)[O-])c3)cc(=O)n12` gave S100A4 MyoIIA 0, LGR2 inh 13, ERAP1 HTS inh 2, FN deposit inh -2, PglD DTNB 3, PGC1a acetyl inh 14, EWS-Fli block 12 and PAX8 reporter -13.
`COCC(=O)Nc1ccc2c(c1)C(=O)N(C)C[C@H](OC)[C@@H](C)CN(Cc1ccccc1OC)[C@H](C)CO2` gave S100A4 MyoIIA 3, LGR2 inh 17, ERAP1 HTS inh -1, FN deposit inh -7, PglD DTNB -3, PGC1a acetyl inh 5 and EWS-Fli block -9.

Entries above containing an NH in an aromatic ring, in the order listed:
`CCNc1nc2c(c(=O)[nH]c(=O)n2C)n1Cc1ccc(F)cc1` gave S100A4 MyoIIA -3, LGR2 inh 4, ERAP1 HTS inh -3, FN deposit inh 3, PglD DTNB 0, PGC1a acetyl inh -5, EWS-Fli block 5 and PAX8 reporter 5.
For CN(C(=O)C(C)(C)C)[C@H]1C[C@H]2c3[nH]c4ccccc4c3CCN2C(=O)[C@H]1CO the results were S100A4 MyoIIA 1, LGR2 inh -9, ERAP1 HTS inh 0, FN deposit inh 8, PglD DTNB 12, PGC1a acetyl inh -13, EWS-Fli block -6 and PAX8 reporter -8.

(listing goes on)
CN(C)CCCN(C(=O)c1cc(-c2cccs2)nc2ccccc12)c1nc2ccc(F)cc2s1 was read as S100A4 MyoIIA 3, LGR2 inh 0, ERAP1 HTS inh 1, PglD DTNB 3, EWS-Fli block 15 and PAX8 reporter 23.
Screening COc1ccc(S(=O)(=O)N(C)C[C@H]2Oc3ccc(NS(=O)(=O)c4c(C)noc4C)cc3CC(=O)N([C@H](C)CO)C[C@H]2C)cc1 returned S100A4 MyoIIA 2, LGR2 inh -5, ERAP1 HTS inh -2, PglD DTNB 4, PGC1a acetyl inh -4, EWS-Fli block -2 and PAX8 reporter 13.
For Cc1noc(C)c1NC(=O)Nc1cccc2c1O[C@H](CN(C)S(=O)(=O)c1ccc(F)cc1)[C@H](C)CN([C@@H](C)CO)C2=O the results were S100A4 MyoIIA 1, LGR2 inh -12, ERAP1 HTS inh 5, PglD DTNB 1, PGC1a acetyl inh 9 and EWS-Fli block 2.
CCC(C)(C)C1CCc2[nH]nc(C(=O)O)c2C1 (stereo unspecified) was read as S100A4 MyoIIA 13, ERAP1 HTS inh 2, FN deposit inh 7, PglD DTNB -6, PGC1a acetyl inh -11, EWS-Fli block 5 and PAX8 reporter 4.
Screening O=C(NC(=S)Nc1ccc(N2CCCCC2)c(Cl)c1)c1ccc2c(c1)OCCO2 returned FN deposit inh -9, PglD DTNB -1, PGC1a acetyl inh -3 and PAX8 reporter 14.
For COCCn1c2nc(=O)n(-c3ccccc3)c(=O)c-2nc2ccccc21 the results were S100A4 MyoIIA 15, LGR2 inh 4, ERAP1 HTS inh 4, FN deposit inh -4, EWS-Fli block 0 and PAX8 reporter -14.
For Cc1cc(C)n(C(C)CC(=O)N2CCc3ccccc32)n1 (stereo unspecified) the results were S100A4 MyoIIA -1, LGR2 inh 10, ERAP1 HTS inh 2, FN deposit inh 12, PglD DTNB 1, PGC1a acetyl inh -4, EWS-Fli block 8 and PAX8 reporter 10.
CC(C)NC(=O)N(C)C[C@H]1Oc2cc(C#CCN(C)C)ccc2S(=O)(=O)N([C@H](C)CO)C[C@H]1C was read as S100A4 MyoIIA -79, LGR2 inh 15, ERAP1 HTS inh 2, FN deposit inh -9, PglD DTNB -2, PGC1a acetyl inh 3 and EWS-Fli block -9.
For O=C1NC[C@@H](CCCCN2CCN(CCc3ccccc3)C(=O)C2=O)N(CCc2ccc(O)cc2)C1=O the results were S100A4 MyoIIA -2, LGR2 inh -16, ERAP1 HTS inh -4, FN deposit inh 5, EWS-Fli block -3 and PAX8 reporter -5.
For C[C@H]1CN([C@@H](C)CO)C(=O)c2ccccc2-c2ccccc2CO[C@@H]1CN(C)C(=O)Nc1ccnc(N2CCOCC2)c1 the results were S100A4 MyoIIA 10, LGR2 inh 10, ERAP1 HTS inh 0, FN deposit inh -5, PglD DTNB -1, PGC1a acetyl inh -3, EWS-Fli block -8 and PAX8 reporter -10.
CCCNC(=O)N1[C@H](CNC(C)=O)[C@@H](c2ccccc2)[C@@H]1CO was read as LGR2 inh -7, PglD DTNB 4, PGC1a acetyl inh 4, EWS-Fli block -2 and PAX8 reporter -11.
For Cc1cc(C(F)(F)F)c(C#N)c(SCC(=O)Nc2nc3cc(Br)ccc3s2)n1 the results were S100A4 MyoIIA 0, LGR2 inh -31, ERAP1 HTS inh 4, FN deposit inh 1, EWS-Fli block -11 and PAX8 reporter -95.
Screening C[C@@H]1CN([C@@H](C)CO)S(=O)(=O)c2ccc(-c3ccncc3)cc2O[C@H]1CN(C)C returned S100A4 MyoIIA 3, LGR2 inh 5, ERAP1 HTS inh 1, FN deposit inh -5, PglD DTNB -1, PGC1a acetyl inh 0 and EWS-Fli block 4.
Screening O=C1CCCC(=NCc2ccco2)C1 returned S100A4 MyoIIA 10, LGR2 inh -12, ERAP1 HTS inh 4, PglD DTNB 3, PGC1a acetyl inh -2 and EWS-Fli block 3.
`Cc1c(-c2ccccc2)n[nH]c1C(=O)NN` gave S100A4 MyoIIA -4, LGR2 inh -8, ERAP1 HTS inh 8, FN deposit inh 11, EWS-Fli block -6 and PAX8 reporter -6.
For Cc1cc(/C=N/NC(N)=O)c(C)c(CO)c1 the results were S100A4 MyoIIA 0, LGR2 inh 1, ERAP1 HTS inh 3, PglD DTNB -3, PGC1a acetyl inh 2 and EWS-Fli block 8.
CCOC(=O)c1ccccc1OCc1cc(/C=N/NC(=O)c2cccnc2)ccc1OC was read as S100A4 MyoIIA -8, LGR2 inh 20, FN deposit inh -4, PglD DTNB -2, PGC1a acetyl inh -7, EWS-Fli block -4 and PAX8 reporter 18.
`Cc1cccc2c3c([nH]c12)C(=O)CC(C)(C)S3` gave S100A4 MyoIIA -3, LGR2 inh -3, ERAP1 HTS inh 0, FN deposit inh 0, PglD DTNB -3, PGC1a acetyl inh -10, EWS-Fli block 11 and PAX8 reporter -3.
`CCOC(=O)C1CCCN(c2c(NCCCN3CCCC(C)C3)c(=O)c2=O)C1` (stereo unspecified) gave S100A4 MyoIIA 13, LGR2 inh -5, ERAP1 HTS inh 2, FN deposit inh 3, PglD DTNB -2, PGC1a acetyl inh 2, EWS-Fli block 9 and PAX8 reporter -10.

Compound activity from PubChem BioAssay.
